# Assay outcomes deposited in PubChem BioAssay by several laboratories.
# NSD2 HMT inh: inhibitors of human histone methyltransferase NSD2. inhibition, % at 12.5 µM. AID 743445. NSD2 peptide methylation, AlphaScreen, 120 min. 310,000 compounds, 0.54% hits; in the data active = inhibition above about 50%
# Target sequence (O96028 whole entry, looked up): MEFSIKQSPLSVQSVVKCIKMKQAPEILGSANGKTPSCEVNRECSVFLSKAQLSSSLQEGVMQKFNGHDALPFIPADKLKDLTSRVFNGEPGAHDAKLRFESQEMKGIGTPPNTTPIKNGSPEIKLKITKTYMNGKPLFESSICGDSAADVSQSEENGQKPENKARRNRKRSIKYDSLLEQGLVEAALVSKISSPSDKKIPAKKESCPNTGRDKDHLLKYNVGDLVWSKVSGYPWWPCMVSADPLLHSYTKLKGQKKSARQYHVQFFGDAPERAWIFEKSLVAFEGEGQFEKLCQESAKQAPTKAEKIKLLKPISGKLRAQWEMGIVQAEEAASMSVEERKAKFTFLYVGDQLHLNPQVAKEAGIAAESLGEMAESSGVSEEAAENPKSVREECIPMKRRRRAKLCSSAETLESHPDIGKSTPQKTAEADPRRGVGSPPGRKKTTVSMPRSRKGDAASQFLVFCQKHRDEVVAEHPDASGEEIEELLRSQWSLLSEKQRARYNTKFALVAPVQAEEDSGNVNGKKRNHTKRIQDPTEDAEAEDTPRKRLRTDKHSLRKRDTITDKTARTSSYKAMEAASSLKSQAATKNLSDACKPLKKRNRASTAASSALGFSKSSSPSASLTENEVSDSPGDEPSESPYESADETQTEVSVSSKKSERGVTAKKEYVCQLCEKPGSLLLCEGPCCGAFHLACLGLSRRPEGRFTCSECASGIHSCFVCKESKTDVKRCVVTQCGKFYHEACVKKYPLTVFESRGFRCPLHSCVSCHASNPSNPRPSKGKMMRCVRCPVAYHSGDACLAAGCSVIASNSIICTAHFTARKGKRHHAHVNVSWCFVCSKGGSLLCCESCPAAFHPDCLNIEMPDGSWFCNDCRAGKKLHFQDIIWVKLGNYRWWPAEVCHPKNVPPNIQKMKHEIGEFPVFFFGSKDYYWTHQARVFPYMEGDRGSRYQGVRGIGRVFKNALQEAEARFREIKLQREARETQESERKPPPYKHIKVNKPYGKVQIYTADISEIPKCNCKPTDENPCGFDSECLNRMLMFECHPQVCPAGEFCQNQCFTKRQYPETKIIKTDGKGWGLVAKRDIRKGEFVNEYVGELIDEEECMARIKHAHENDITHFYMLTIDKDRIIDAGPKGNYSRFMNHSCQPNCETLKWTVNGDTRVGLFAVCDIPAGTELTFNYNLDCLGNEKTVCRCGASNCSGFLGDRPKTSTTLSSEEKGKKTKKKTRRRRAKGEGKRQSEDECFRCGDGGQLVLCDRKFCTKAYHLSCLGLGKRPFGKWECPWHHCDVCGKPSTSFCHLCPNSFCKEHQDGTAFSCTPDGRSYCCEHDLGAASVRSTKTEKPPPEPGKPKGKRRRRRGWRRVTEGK
# CAL PDZ FP-1: blocks peptide binding to human CAL PDZ domain; purified CAL PDZ, TMR-peptide fluorescence polarization, 1 h; inhibition, % at 20 µM; 330,000 compounds, 0.02% hits; AID 504414;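 active = highest replicate inhibition of at least 40%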;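 also: plate controls were DMSO neutral control wells for no effect and unlabeled competitor peptide control wells for full effect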
#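 System: purified tagged CAL PDZ domain construct (CerCALP). Schedule: 1 h incubation at room temperature before polarization reading. Medium: 25 mM sodium phosphate pH 7.4, 150 mM NaCl, TCEP, IgG, Thesit. Read-out: percent inhibition from loss of millipolarization. Measured by: FP readout, S and P plane fluorescence. Probe or stimulus: fluorescent TMR peptide probe.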
# Arr AP2 block: human beta-arrestin and AP2 interaction inhibition | FITC-arrestin peptide / GST-AP2 beads, flow cytometry; AP2 beta2 appendage carries R879A mutation | inhibition, % at 10 µM | 340,000 compounds, 0.31% hits | AID 504490;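 active = inhibition above a set limit, near 3 SD of compounds lacking own fluorescence, cut at about 54% in these data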;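 also: plate controls were DMSO wells for no effect and 5 µM unlabelled arrestin peptide for full effect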
#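 test system = AP2 appendage R879A on GSH beads | buffer or medium = PBS plus Tween 20 (0.05%) and BSA (0.1%) | incubation = 12 min plus 1 h, RT | detection = bead flow cytometry, FITC channel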
# Keap1-Nrf2 PPI: disrupts human Keap1 binding to Nrf2 peptide; Q14145; Keap1 Kelch-Nrf2 peptide fluorescence polarization, 1536-well; inhibition, % at 9.4 µM; 340,000 compounds, 0.15% hits; in the data active = inhibition above about 12%;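 also: human Keap1 Kelch domain with fluorescein labeled Nrf2 9mer peptide probe; 0% = neutral control wells and 100% = peptide positive control; higher means more block of Keap1 binding to Nrf2 peptide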
# Pemphigus Ab inh: inhibitors of pemphigus antibody binding to human desmoglein-3. P32926. DSG3-coupled beads, scFv-anti-DSG3-GFP binding, flow cytometry; hits give low values. binding (percent of control), % at 10 µM. 310,000 compounds, 0.48% hits;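 active = binding more than 3 SD below its plate's average and above zero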;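 also: hits lower antibody fragment binding to DSG3; some compounds called inactive have numbers as strong as hits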
# V-ATPase pH: regulators of yeast V-ATPase proton transport | S. cerevisiae, pHLuorin cytosolic pH fluorescence | response, % at 10 µM | 350,000 compounds, 0.37% hits | AID 504577; in the data active = response mostly above about 7.3%, no sharp cut-off; inactive = mostly below about 5.4%; also: actives read high; inactives centre near 0; some compounds called inactive have numbers as strong as hits; reference of the scale not given here
# DAGLB inh: diacylglycerol lipase beta (human) inhibition. HEK293T DAGLB membrane lysate, EnzChek fluorogenic substrate. 340,000 compounds, 0.059% hits. AID 504411. inhibition, % at 5.17 µM. Q8NCG7; in the data active = inhibition above about 34%;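 also: 0% = enzyme with vehicle and 100% = wells lacking enzyme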
# Cardiac RTF inh: cardiac RTF calcium desensitization; P19429+P45379; IANBD-labeled cardiac RTF, Ca2+ fluorescence; inhibition, % at 7.15 µM; 340,000 compounds, 0.12% hits; AID 493244;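 active = inhibition above the mean inhibition of all tested compounds plus 3 SD, cut at about 17% in these data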;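 also: assay run at fixed EC70 calcium of 1.6 mM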
# LANA DNA inh: blocks KSHV LANA C-terminal domain binding to DNA; inhibition, % at 9 µM; 340,000 compounds, 0.078% hits; MBP-C-LANA/FAM-LBS DNA binding, fluorescence polarization;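 active = highest replicate inhibition at or above 60% at 9 µM, even if other replicates fall short; inactive = all replicates below 60% inhibition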;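 also: 0% = neutral control wells and 100% = 4 µM acridine orange control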
# CAL PDZ FP-2: inhibitors of human CAL PDZ peptide binding | AID 602252 | purified CAL PDZ, TMR-peptide fluorescence polarization, 1 h | inhibition, % at 24.9 µM | 300,000 compounds, 0.92% hits | Q9HD26;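 active = mean inhibition of at least 30% with at least half of replicates also reaching 30%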;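 also: 0% = DMSO neutral control and 100% = excess unlabeled competitor peptide PRC23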
# * = called active by the depositor; nt = no result given. An excerpt (hit frequency here may not be typical).
SMILES,NSD2 HMT inh,CAL PDZ FP-1,Arr AP2 block,Keap1-Nrf2 PPI,Pemphigus Ab inh,V-ATPase pH,DAGLB inh,Cardiac RTF inh,LANA DNA inh,CAL PDZ FP-2
Cc1ccc(N(CC(=O)NC2CCCC2)C(=O)CNC(=O)c2cccs2)cc1C,-3,0.6,8,-6,nt,-2,-1,-27,-1.2,nt
CNC(=O)CSc1nc2ccccc2c(=O)n1C1CCCCC1,-4,-0.6,-17,-3,114,-3,0,0,-0.4,0
Cc1cccc(C)c1-n1c(C)nn(CC2CC2)c1=O,-1,-0.5,-33,-3,112,3,-3,-6,2.4,-7
CCCN(CC(=O)Nc1ccccc1C)C(=O)c1ccc2[nH]c3c(c2c1)CC(C)CC3 (stereo not given),nt,0.3,-6,5,102,3,-6,-8,0.7,nt
C/C(=N\Nc1ccc(C(F)(F)F)cc1[N+](=O)[O-])C(C)C,-5,-0.5,7,-1,120,1,0,0,-4.6,-4
CCOC(=O)C(NC(C)=O)C(=O)Nc1ccc(C(C)C)cc1 (stereo not given),42,-1.9,nt,2,80,5,-1,7,-0.5,-2
CCCc1n[nH]c2c1C(=O)CC(C)(C)C2,1,0.4,-6,-1,103,-3,-1,-3,0.8,-1
O=C(Nc1cccc(S(=O)(=O)N2CCCCCC2)c1)c1ccc2ccccc2n1,-1,-3.6,-11,-7,120,1,-9,-1,-0.6,-7
O=S(=O)(Cc1cccc(C(F)(F)F)c1)c1ncn[nH]1,-4,0.4,1,-8,99,0,0,-10,0.6,nt
COc1ccc(O)c(C(=O)c2cnc3c(c2)c(C)nn3CCO)c1,-2,-0.9,2,-1,108,6,-2,1,0.0,-6
CCCN1CNc2c(c(=O)[nH]c(=S)n2CCc2ccccc2)C1,-2,-0.6,36,0,98,-2,-2,-7,-1.9,-5
Cc1ccc(/C=N/NC(=O)Cn2ccc(C(F)(F)F)n2)o1,0,-2.1,1,-2,102,-3,0,-6,-0.2,-2
CN(C)C(=O)N1CCN(c2nc(-c3ccccc3)cs2)CC1,3,-0.7,-1,-4,110,9,-3,4,0.1,-5
COc1cccc(CN2CCC(Oc3ccc(C(=O)NCc4ccccn4)cc3)CC2)c1,6,-0.5,10,1,108,-6,-5,-10,2.5,-4
Cc1c(N(C(=O)c2ccccn2)C2(C(=O)NC3CCCCC3)CCCCC2)c(=O)n(-c2ccccc2)n1C,-6,-1.3,17,-5,nt,1,1,3,1.1,-3
Cc1ccc(C)c(CN2C(=O)c3ccccc3S(=O)c3ccc(C(=O)N4CCN(c5ccccn5)CC4)cc32)c1 (stereo not given),nt,-0.3,-5,-2,111,-1,5,0,3.8,-7
Cc1ccccc1NC(=O)Cn1nc(C(F)(F)F)cc1C1CC1,-1,nt,22,-2,101,-3,-1,-2,0.9,-3
COc1cccc(C(=O)OCC(=O)N2CCc3ccccc32)c1OC,1,-2.5,4,1,97,3,-1,-15,0.1,-3
CSc1nc(O)c(C(c2ccc(OC(C)C)cc2)c2c(O)nc(SC)[nH]c2=O)c(=O)[nH]1,4,1.1,7,-1,116,1,3,-5,0.0,2
Cc1nc(C(F)(F)F)c(C(=O)O)cc1-c1nc(-c2ccccc2)cs1,-1,-0.9,1,2,97,-3,3,-5,-0.5,-1

# An excerpt from above, showing only Keap1-Nrf2 PPI, Arr AP2 block and LANA DNA inh.
Structure,Keap1-Nrf2 PPI,Arr AP2 block,LANA DNA inh
CCOC(=O)C(NC(C)=O)C(=O)Nc1ccc(C(C)C)cc1 (stereo not given),2,nt,-0.5
CCCc1n[nH]c2c1C(=O)CC(C)(C)C2,-1,-6,0.8

# Remaining list, next part:
SMILES,NSD2 HMT inh,CAL PDZ FP-1,Arr AP2 block,Keap1-Nrf2 PPI,Pemphigus Ab inh,V-ATPase pH,DAGLB inh,Cardiac RTF inh,LANA DNA inh,CAL PDZ FP-2
Cc1nc2cc(NC(=O)CS(=O)(=O)c3ccccc3)ccc2s1,0,-4.2,7,2,107,1,-2,-32,-0.2,4
COC(=O)CSc1nnc(-c2cccnc2)o1,-1,0.2,2,-1,nt,-1,0,-9,0.5,-3
CCOc1cc2c(C#N)c(N3CCNCC3)nc(N)c2c(N)n1,5,0.4,23,-2,nt,2,1,-11,-4.4,70*
COc1n[nH]c(C(=O)NCc2ccccc2)c1[N+](=O)[O-],-3,-1.2,13,-2,98,-1,0,-24,1.1,0
COc1cccc(-c2noc(CCC(=O)NC3CCCCC3)n2)c1,-2,-2.5,1,-2,99,-2,-3,9,0.0,1
O=S(=O)(Cc1ccccc1)NCCc1cccc(Cl)c1,0,-1.3,-3,4,104,-2,0,-9,0.2,8
O=C(CSc1nnnn1C1CCCCC1)Nc1ccccc1F,-1,0.0,19,2,104,-4,-8,-9,-0.1,nt
CN(Cc1nc2c(s1)CCCC2)C(=O)CCc1nnc(-c2ccccc2)o1,-6,-0.3,-5,-3,103,2,nt,nt,-0.8,5
Cc1cc(C2=NNC(=NCCc3ccccc3)SC2)c(C)n1CC1CCCO1 (stereo not given),1,-1.9,14,2,97,-1,9,-4,1.0,-3
CCOc1ccc(Br)cc1/C(C)=N\NC1=NCCN1,8,-1.7,-10,-5,101,2,1,5,1.6,-3
Cc1nc2ccc(Br)cn2c1NC(C)(C)C,4,-0.3,26,1,100,-4,0,2,-0.9,-6
C[C@H](NC(=O)c1nc[nH]c1C(=O)N[C@@H](C)C(=O)OCc1ccccc1)C(=O)OCc1ccccc1,nt,-0.9,8,-3,103,-12,-3,-9,0.2,-7
O=C(Nc1c(F)c(F)c(F)c(F)c1F)NC1CCCCC1,-2,1.1,10,-6,103,6,-4,5,-0.8,-4
Cc1nn(-c2ccccc2)nc1C(=O)Nc1nnc(C(F)(F)F)s1,1,-1.2,0,-7,nt,2,3,-5,0.1,-3
c1ccc2scnc2c1,nt,-0.9,30,2,101,1,0,10,2.0,0
C/C(=N\Nc1ccc(Cl)cc1)c1c(O)cc(C)oc1=O,0,0.2,10,0,nt,-1,nt,nt,2.1,-2
O=C(Nc1ccn(CCCNCC2CCCO2)c(=O)n1)OCc1ccccc1 (stereo not given),nt,0.6,0,-5,104,1,-3,-5,-0.6,7
c1ccc(C2=Nn3c(nnc3-c3cccs3)SC2)cc1,-1,-1.6,4,0,nt,0,0,0,1.5,4
COc1ccc2c(c1)OC13CCCCC1C2C(C(=O)c1ccccc1)C(=O)N3 (stereo not given),nt,-0.4,20,-2,94,20*,-4,-6,1.8,nt
Cc1cc(C)cc(N(CC(=O)N2CCN(Cc3ccccc3)CC2)S(=O)(=O)c2c(C)noc2C)c1,nt,-0.2,2,2,104,0,-2,2,-0.2,nt
CN(C)C(CNC(=O)c1cccc(S(=O)(=O)Nc2ccc(Br)cc2)c1)c1ccco1 (stereo not given),2,-2.8,4,-3,102,5,0,0,1.5,-1
Cc1nc(NC(=O)CSc2nnnn2C)sc1C,-2,-0.7,-1,-5,112,-7,-2,8,-0.5,0
CCCN(CC(=O)Nc1ccccc1C)C(=O)/C=C/c1ccc(OCC)c(OC)c1,1,-1.3,3,-7,nt,-5,-3,-10,-1.3,-1
CC1CCN(C(=O)c2ccc3ccccc3c2)CC1,0,2.4,13,-1,128,6,-6,-1,0.7,-2
O=C(NCc1ccncc1)c1cccc(S(=O)(=O)Nc2ccc(SC(F)F)cc2)c1,4,-2.1,9,-3,98,-2,-4,-1,2.0,0
O=C(NN=C1CCCCCC1)C(=O)Nc1cccc(Br)c1,-5,-0.6,-12,-2,100,-1,-2,-4,-2.0,-4
COc1ccc(OC)c(NC(=O)Cn2cc(C(=O)c3ccco3)c3ccccc32)c1,3,-2.5,2,4,123,0,-11,-4,1.3,1
Cc1ccc(C(c2sc3nc(C)nn3c2O)N2CC(C)OC(C)C2)cc1 (stereo not given),-3,0.5,-6,-4,105,7,3,4,0.8,-2
COc1ccc(NC(=O)C2CCN(S(C)(=O)=O)CC2)cc1OC,-2,0.4,-1,3,103,2,1,-3,-0.1,-1
CCc1nnc(NC(=O)c2cccc(NC(=O)C(C)C)c2)s1,1,-1.3,-11,-4,nt,-2,-1,1,-1.0,45*
COc1ccc(NC(=O)C2c3cc(OC)c(OC)cc3C(=O)N(C)C2c2cccnc2)cc1OC (stereo not given),0,-5.0,4,1,107,4,4,3,0.4,-3
CN(NC(=O)NN)c1ncc(C(F)(F)F)cc1Cl,-4,-0.1,21,0,nt,3,-3,-4,0.6,-4
CC(=O)NC1CC2CCCC(C1)N2CC(=O)Nc1ccccc1 (stereo not given),-3,-0.5,34,-3,103,-2,-2,-2,-1.7,5
CC/C(=N\O)c1c(O)c2c(n(-c3ccccc3)c1=O)CCCC2,-2,-0.2,14,0,96,-3,-4,-2,0.7,-3
COC(=O)c1c[nH]c2c1-c1cc(C(=O)OCc3ccccc3)n(S(=O)(=O)c3ccc(C)cc3)c1C(=O)C2=O,5,2.0,-6,-1,82,6,4,-3,0.1,-3
COc1cccc(C2c3c(oc4ccc(F)cc4c3=O)C(=O)N2CCN2CCOCC2)c1OC (stereo not given),nt,-0.6,0,2,104,1,0,-7,1.3,-3
COc1ccc(C2=NS(=O)(=O)N(C)C(C(=O)Nc3ccc4c(c3)OCO4)=C2)cc1OC,nt,-1.5,26,-2,98,-3,1,5,1.2,nt
CN(Cc1nc(-c2ccccc2)no1)C1CCOCC1,-1,-1.4,15,2,97,-1,-1,-4,-1.0,1
CN1CCN(C(=O)/C=C/c2ccc(Cl)cc2)CC1,-2,-0.1,0,0,102,3,-2,-2,2.7,-3
COc1ccc(S(=O)(=O)N2CCCC(C(=O)NC3CCCC3)C2)cc1OC (stereo not given),1,-2.4,-1,-5,114,1,-2,-16,-1.6,-1
N=c1c(-c2nc3ccccc3[nH]2)cc(C(=O)c2cccs2)nn1-c1ccccc1,0,-1.0,8,0,nt,3,1,-3,0.0,nt
COc1ccc(C(=O)OC(C)CN2CCOCC2)cc1 (stereo not given),17,0.5,-15,0,102,0,-1,2,1.7,-5
Cc1nn(-c2ccccc2)c(N2CCCC2)c1/C=N/NC(=O)c1cc(-c2cccnc2)nc2ccccc12,1,-0.5,9,-3,90,-4,3,0,-0.3,-1
Cc1c(NC(=O)CSc2nnnn2-c2ccc(C(=O)O)cc2)c(=O)n(-c2ccccc2)n1C,0,nt,2,7,98,-4,-4,0,-0.9,-10
NS(=O)(=O)c1ccc(CCN=Cc2ccccc2O)cc1,nt,1.1,-15,-2,102,-3,2,-7,0.3,-2
O=C(Nc1ccc2c(c1)OCCO2)c1ccc(S(=O)(=O)N2CCCCC2)cc1,2,-0.8,29,4,80,-5,-1,-6,-2.2,-3
O=C(OCC(=O)N1CCCc2ccccc21)c1ccc(S(=O)(=O)C(F)F)cc1,2,-0.2,1,-5,104,5,-1,-11,0.4,nt
CCN(CC)S(=O)(=O)c1cccc(C(=O)N[C@H](C(=O)NCc2ccc(Cl)cc2)C(C)C)c1,8,-0.2,9,-6,nt,0,5,-2,0.4,-5
